TRHR agonist: activates the human TRH receptor; AID 493084; activation, % at 2 µM; TRHR cells, calcium flux fluo-8, FDSS agonist mode; P34981; 360,000 tested, 0.18% active; in the data active = activation above about 30%; note: 0% is about no effect
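Agonist-mode FDSS calcium read (Ex 480/Em 530, 1 s cycles) in 1536-well TRHR cells with fluo-8 dye, after 10-cycle baseline and 23 nL compound addition; TRH at EC20 (10 nM final) added afterwards for the enhancer phase.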
PI4K2A block: PI4K2A (human) kinase inhibition. purified PI4K2A, ADP-Glo luminescence, 1 h; hits give low values. activity change, negative = inhibition, % at 76.9 µM. 420,000 tested, 0.13% active. AID 1346378; in the data active = activity change below about -50%; inconclusive = mostly about -30% to -49%;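 note: -100% = wells without enzyme as full effect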
Target sequence (Q9BTU6 whole entry, looked up): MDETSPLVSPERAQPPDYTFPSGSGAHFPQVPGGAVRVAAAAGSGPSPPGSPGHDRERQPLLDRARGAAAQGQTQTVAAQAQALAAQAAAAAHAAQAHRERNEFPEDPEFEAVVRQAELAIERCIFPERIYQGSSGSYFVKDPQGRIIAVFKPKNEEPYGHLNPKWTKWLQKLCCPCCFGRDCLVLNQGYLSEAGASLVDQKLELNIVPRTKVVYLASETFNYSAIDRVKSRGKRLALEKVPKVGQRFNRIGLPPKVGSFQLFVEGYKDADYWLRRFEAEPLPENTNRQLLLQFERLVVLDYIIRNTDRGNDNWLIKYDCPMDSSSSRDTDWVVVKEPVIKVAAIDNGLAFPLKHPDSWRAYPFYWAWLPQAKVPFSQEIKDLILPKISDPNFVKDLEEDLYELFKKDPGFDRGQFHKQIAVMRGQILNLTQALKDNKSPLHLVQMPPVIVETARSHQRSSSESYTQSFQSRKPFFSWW
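Compounds are screened against recombinant PI4K2A using PI as substrate and ATP, the latter dispensed at 300 microM. Reactions run one hour at ambient temperature before ADP-Glo detection; full inhibition defined by wells lacking enzyme.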
USP1 inh: USP1/UAF1 (human) deubiquitinase inhibition | 390,000 tested, 0.23% active | Potency, µM (titrated, usually from 57.1 µM), inactives show top-dose activity change, negative = inhibition, actives largely listed as inhibitors | AID 743255 | recombinant USP1/UAF1, Ub-Rhodamine cleavage fluorescence; note: potency is the fitted concentration of half-maximal effect; % is set by controls: 0 for no effect and ±100 for the full control effect; nearly all actives have a fitted effect of over 60% in size; inactives centre near -12
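Step one: compound is pinned into 1nM USP1/UAF1 in HEPES pH 7.8 buffer with TCEP. Step two: 15 min room-temperature incubation. Step three: Ub-Rho (150nM final) starts cleavage, tracked by fluorescence over six one-minute reads.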
D2 ag: D2 dopamine receptor (human) agonism | 340,000 tested, 0.53% active | HEK293 T-REx D2 cells, calcium flux agonist mode | P14416 | activation, % at 2 µM;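 active = activation over 3 SD above normal in the single-dose calcium agonist read, cut at about 30% in these data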; note: 0% is about no effect
Target sequence (P14416 whole entry, looked up): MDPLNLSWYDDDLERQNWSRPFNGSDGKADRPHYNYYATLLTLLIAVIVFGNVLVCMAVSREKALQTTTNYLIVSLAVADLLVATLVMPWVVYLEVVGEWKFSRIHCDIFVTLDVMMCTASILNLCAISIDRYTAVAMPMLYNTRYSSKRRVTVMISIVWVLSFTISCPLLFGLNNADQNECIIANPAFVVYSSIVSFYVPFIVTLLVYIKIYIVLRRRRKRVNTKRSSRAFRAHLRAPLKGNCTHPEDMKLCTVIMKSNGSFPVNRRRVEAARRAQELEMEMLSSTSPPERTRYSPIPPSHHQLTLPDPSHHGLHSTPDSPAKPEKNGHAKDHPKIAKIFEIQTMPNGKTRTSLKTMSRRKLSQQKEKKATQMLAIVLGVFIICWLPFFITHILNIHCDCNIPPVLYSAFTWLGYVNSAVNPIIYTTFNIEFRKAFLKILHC
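Agonism scored from kinetic calcium signal (1 read/sec, 180 s) following compound pin transfer, after a 10 s baseline. Cells: HEK293 Trex line expressing inducible D2 receptor coupled to calcium, dye-loaded after overnight culture at 30 C.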
TrxR1 substrate: rat thioredoxin reductase 1 substrate activity. AID 588456. 390,000 tested, 0.01% active. purified TrxR1 substrate turnover, NADPH consumption readout. Potency, µM (top dose mostly 114 µM), inactives show top-dose activity change, negative = substrate turnover; note: potency is the fitted concentration of half-maximal effect; % is set by controls: 0 for no effect and ±100 for the full control effect; nearly all actives have a fitted effect of over 50% in size
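Rat TrxR1, dispensed at 90 nM, was prereduced with 400 uM NADPH (final) for 5 min at ~22 deg C, then incubated with compound 15 min before 400 uM selenite. A first-read NADPH fluorescence drop versus no-compound background flagged substrates.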
TRHR PAM: allosteric enhancers of human TRH receptor | TRHR cells, fluo-8 calcium fluorescence, EC20 TRH enhancement | enhancement, % at 2 µM | 360,000 tested, 0.66% active | AID 493056; in the data active = enhancement above about 30%; note: 0% is about no effect
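Enhancer read-out: after compound pinning and an initial kinetic agonist-mode read, an EC20 of TRH (10 nM final) was injected and fluo-8 calcium signal (Ex 480/Em 530) followed at 1 s/cycle for 100 cycles in TRHR-expressing cells.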
IDH1 R132H inh: inhibitors of human mutant IDH1 R132H | 390,000 tested, 0.093% active | Potency, µM (titrated, usually from 76.6 µM), without a hit: top-dose activity change, negative = inhibition, actives largely listed as inhibitors | AID 602179 | IDH1-R132H enzyme, NADPH consumption, diaphorase/resazurin fluorescence; note: potency is the fitted concentration of half-maximal effect; % is set by controls: 0 for no effect and ±100 for the full control effect; nearly all actives have a fitted effect of over 65% in size
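IDH1-R132H (0.5 ug/mL dispensed) in pH 7.5 Tris buffer was preincubated 30 min with compound, then given a substrate mix of 0.016 mM NADPH and 2 mM alpha-KG for 80 min at room temperature; remaining NADPH was read by diaphorase/resazurin fluorescence.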
rTrxR1 inhibitor: rat TrxR1 inhibition. O89049. recombinant rTrxR1, NADPH fluorescence consumption, selenite substrate. Potency, µM (doses to about 114 µM), for the others: at the top dose activity change, negative = inhibition, hits mostly inhibitors. 390,000 tested, 1% active. AID 588453; note: potency is the fitted concentration of half-maximal effect; % is set by controls: 0 for no effect and ±100 for the full control effect; nearly all actives have a fitted effect of over 65% in size
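Rat TrxR1 (90 nM in the dispensed reagent) was pre-reduced with 400 uM NADPH for 5 min at room temperature, then incubated with compound for 15 min. After 400 uM selenite was added, NADPH fluorescence (Ex 340/Em 450 nm) was followed for 8 min.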
D2 antagonist: antagonizes the human D2 dopamine receptor; AID 485344; P14416; HEK293 TREx D2 cells, calcium flux, dopamine EC80; 340,000 tested, 2% active; inhibition, % at 10 µM; in the data active = inhibition above about 30%; note: 0% is about no effect
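Overnight-induced (tetracycline, 30 C) HEK293 T-REx cells carrying force-coupled D2 receive a no-wash calcium dye, then compound, then EC80 dopamine at 180 s; signals are read kinetically throughout.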
The depositor's hits bear a star; ? = inconclusive; / = not tested or not shown; [ ] = remark or other dose. Unless noted, calls come from the whole dose curve; as a rule, active = well fitted inhibition curve with a large enough effect; inconclusive = small, poorly fitted or top-dose-only effect; inactive = no such curve, though single readings can be large or run the other way.

SMILES | TRHR agonist | PI4K2A block | USP1 inh | D2 ag | TrxR1 substrate | TRHR PAM | IDH1 R132H inh | rTrxR1 inhibitor | D2 antagonist
COc1cccc(C(=O)OCC(=O)c2ccc(S(=O)(=O)N3CCCCC3)cc2)c1OC | 0.1 | 2 | -18% | 0.2 | -10% | -10 | 7% | -9% | 10
N#Cc1c(F)cccc1N1CCN(Cc2ccc3c(c2)OCO3)CC1 | 0.5 | 1 | -9% | 6.7 | -2% | -7 | -2% | 8% | 85*
Cc1ccc(NC(=O)Nc2c(C)n(C)n(-c3ccccc3)c2=O)c(Cl)c1 | -0.3 | 2 | 8% | 1.5 | 0% | 2 | 11% | 3% | /
COc1ccc(NC(=O)/C=C/c2ccccc2)c([N+](=O)[O-])c1 | 0.2 | 0 | -18% | / | -6% | -3 | 4% | -9% | /
COc1ccc(CCNC(=O)c2noc3c2CCCC3)cc1OC | 0.1 | -5 | -3% | -0.1 | -3% | 12 | 1% | 9% | 42*
CC(=O)OCC(=O)C1(O)CCC2C3CC(C)C4=CC(=O)C=CC4(C)C3=CCC21C (configuration not stated) | / | -3 | 11% | / | -5%[2.29 µM] | / | 6% | -3%[2.29 µM] | /
Cc1ccc(OCC(=O)OCc2cc(=O)n3nc(-c4cccs4)sc3n2)cc1C | 0.9 | 1 | ? | -0.7 | 4%[57.1 µM] | 0 | 3% | 18%[57.1 µM] | /
Cc1nnsc1-c1onc(C)c1C(=O)O/N=C/c1ccc(Cl)cc1 | -0.7 | 5 | -9% | -0.7 | 12% | 1 | 5% | 34% | 0
CC(=O)N1CCC(N(CCN2CCOCC2)C(=S)Nc2ccc(C)cc2)CC1 | 0.9 | 3 | -24% | -0.5 | 6% | -1 | 5% | 3% | -2
Cc1cc(C)n2nc(SCC(=O)NC(=O)NCc3ccco3)nc2n1 | -0.5 | 1 | -10% | -0.1 | 11%[57.1 µM] | -3 | 5% | 16%[11.4 µM] | 5
Cn1cc(CN(Cc2ccccc2)C[C@@H]2CCC(=O)N2)c(-c2ccccc2F)n1 | -0.8 | -6 | -21% | -1.8 | 16% | 2 | 9% | 28% | 5
COc1ccc(NC(=O)C2CCN(S(=O)(=O)c3ccc(OC)c(OC)c3)CC2)cc1 | -0.1 | -2 | ? | / | 10% | 5 | 6% | 12% | 6
C=CCOc1c(Br)cc(CNc2ccc3[nH]c(=O)[nH]c3c2)cc1OCC | -0.2 | -9 | -14% | 0.3 | 12% | -4 | 19% | 22%[57.1 µM] | -7
CCOC(=O)CCC(NC(=O)c1ccc(Nc2nc3ccccc3nc2C(=O)OCC)cc1)C(=O)OCC (configuration not stated) | / | -2 | -2% | / | 1%[11.4 µM] | / | 3% | -11%[11.4 µM] | /
COCCCNC(=O)C1CCN(c2nc3ccc(Cl)cc3[nH]2)CC1 | 0.1 | -2 | -14% | 1.4 | 3%[57.1 µM] | 7 | 14% | 15%[57.1 µM] | /
O=C(C[C@@H]1C/C=C\CCC(=O)O[C@H](c2ccccc2)CNC1=O)N[C@H](CO)Cc1ccccc1 | / | -2 | -24% | / | 9% | / | 0% | 34% | /
C[N+](C)(CC#Cc1ccccc1)CC(=O)c1ccc(Cl)cc1 | -0.5 | 32 | -9% | -1.1 | -3% | 4 | -6% | 5% | 7
O=C(Nc1ncc(C(F)(F)F)cc1Cl)c1ccc(S(=O)(=O)N2CCOCC2)cc1 | -0.1 | -20 | -6% | 1.8 | 1% | -4 | 9% | 2% | 4
O=C(Nc1nc2ccccc2s1)c1ccccc1 | 0.7 | -12 | -15% | 0.3 | -8% | 2 | 1% | 13% | -5
CCCN(CCC)C(=O)Cc1coc2ccc3ccccc3c12 | -0.4 | 5 | -10% | -0.5 | 0%[57.1 µM] | -1 | 1% | 11%[57.1 µM] | -11
Cc1ccc(C)c(NC(=O)Cn2c(=O)n(Cc3ccc4c(c3)OCO4)c(=O)c3oc4ccccc4c32)c1 | 0.2 | 0 | -7% | -0.2 | 1% | 9 | -4% | 24% | /
CCC(=O)c1ccc(N2CCCCCC2)c(F)c1 | -0.7 | 2 | 0% | / | -4% | -10 | 12% | -9% | /
CN(C)S(=O)(=O)c1ccc(N2CCCC2)c(C(=O)NNC(=O)c2ccc(Br)cc2)c1 | 0.0 | 0 | -7% | -0.1 | -2% | -3 | -3% | -8% | 11
Nn1c(SCc2ccc(F)cc2)nnc1-c1ccccn1 | 0.2 | -4 | -8% | 0.3 | -14%[57.1 µM] | -2 | 5% | 29%[57.1 µM] | 21
CCOC(=O)c1sc2cccc(F)c2c1S(=O)(=O)NCc1ccccc1Cl | 1.2 | 1 | -25% | 1.7 | 3%[57.1 µM] | -6 | 17% | 21%[57.1 µM] | /
COC(=O)c1cc(OC)c(OC)cc1NC(=O)c1cccc(OC)c1OC | -2.0 | 2 | -13% | 0.2 | -6% | 4 | -9% | 6% | 9
CCOC(=O)CCC(=O)O[C@H]1[C@H](O[C@@H]2[C@@H](C)[C@H](O[C@H]3C[C@@](C)(OC)[C@@H](O)[C@H](C)O3)[C@@H](C)C(=O)O[C@H](CC)[C@@](C)(O)[C@H](O)[C@@H](C)C(=O)[C@H](C)C[C@@]2(C)O)O[C@H](C)C[C@@H]1N(C)C | -0.4 | 6 | 4% | -1.0 | 0% | 4 | 0% | -6% | 3
Cc1ccc(Nc2nnc(-c3ccc(C)c(S(=O)(=O)N4CCN(C)CC4)c3)c3ccccc23)c(C)c1 | -0.2 | 2 | -16% | 8.3 | 9% | 1 | 12% | 9% | /
O=C(CN(C(=O)CCC(=O)Nc1nccs1)c1ccc2c(c1)OCO2)NCc1ccc(F)cc1 | -0.3 | 1 | -9% | -0.1 | 10% | 3 | 6% | 18% | -2
COc1cccc(N2CCN(c3ccc4nnc(CCC(=O)Nc5cccc(C(C)=O)c5)n4n3)CC2)c1 | -0.4 | -2 | ? | -0.2 | -9% | -4 | -7% | -15% | -3
O=C(Nc1cccnc1)c1ccc(NS(=O)(=O)c2cc([N+](=O)[O-])ccc2Cl)cc1 | 0.3 | -4 | -7% | 0.7 | -9% | 0 | 5% | ? | -1
CCOc1ccccc1C(=O)NCc1ccc2c(c1)CCN2C(=O)c1ccccc1 | -0.8 | 2 | -14% | 0.3 | 6%[57.1 µM] | -6 | 12% | 10%[57.1 µM] | /
COc1cccc(NC(=O)CN(C)C(=O)c2ccc3c(c2)CC(c2ccccc2)OC3=O)c1 (configuration not stated) | 0.1 | 1 | -9% | -0.3 | -6% | 12 | -5% | -7% | 8
O=C(Nc1nc2c(F)cccc2s1)c1ccco1 | 0.1 | -4 | -9% | -0.2 | 15%[57.1 µM] | 0 | 0% | 7%[57.1 µM] | -16
CC1CCCN(C(=O)CCc2ccccc2)C1 (configuration not stated) | -0.7 | 4 | -9% | / | -12% | 7 | -6% | -7% | /
COC(=O)c1cc(C#N)c(N2CCOCC2)nc1C | -0.4 | -1 | -3% | 3.6 | 0% | 0 | -9% | 5% | -7
Cc1cccc(OCC(=O)Nc2ccc(N3CCN(C(=O)c4ccco4)CC3)cc2)c1 | / | 2 | -17% | / | 6%[57.1 µM] | / | 7% | 7%[57.1 µM] | /
CN1CCN(CCCN(Cc2ccco2)C(=S)Nc2ccc(Cl)cc2)CC1 | -0.8 | 0 | -2% | -2.1 | -3% | 9 | -5% | -12% | -31
CCOC(=O)N1CCC(c2cc(=O)n3[nH]cc(C(=O)OC)c3n2)CC1 | 0.3 | 6 | 11% | -0.4 | 3% | 6 | -16% | 20% | -21
Oc1c(/C=N/Nc2cccc3cccnc23)ccc2ccccc12 | -0.7 | 2 | -26% | -0.4 | -17% | -2 | 3% | -23% | 3

Remaining list, next part
Each structure is followed by: TRHR agonist, PI4K2A block, USP1 inh, D2 ag, TrxR1 substrate, TRHR PAM, IDH1 R132H inh, rTrxR1 inhibitor, D2 antagonist
> O=S(=O)(c1cccc2nsnc12)N1CCCCC1
  -0.1, 1, 3%, -0.3, -4%, 0, 5%, 16%, -3
> COc1ccc(CNc2nc(-c3cccnc3)nn2C(=O)c2cccs2)cc1
  2.1, 4, -4%, -0.1, -3%, -12, 1%, 3%, 0
> Cc1ccc(NC(=O)c2sc3nc4n(c(=O)c3c2C)CCCCC4)c(Br)c1
  -0.1, -3, -1%, 0.1, 4%, -5, 4%, 9%, /
> COc1ccc(/C(C)=N/NC2=NCCN2)cc1Cl
  2.0, -6, -25%, 0.3, 0%, 6, 4%, 13%, 4
> CON1C(=O)CN(C(C)=O)C1c1ccc(Cl)cc1Cl (configuration not stated)
  0.5, 0, -4%, -0.1, 3%, 1, -4%, 19%, -5
> CC(C)C1=Nc2cccc3cccc(c23)N1
  -0.7, 0, -10%, -0.7, -7%, 2, 4%, -15%, 3
> CC(C)(C)c1ccc(OCC(=O)N2CCN(c3ncccn3)CC2)cc1
  0.0, -3, -10%, 0.9, -3%, -6, -6%, 6%, -4
> CCn1c2ccccc2c2cc(NC(=O)CSc3nnc(-c4ccc(OC)c(OC)c4)n3N)ccc21
  -0.6, 0, -1%, -0.3, -7%, 3, 6%, -7%, -2
> Cc1ccc(CN2CCN(C(=O)C3CCC3)CC2)cc1
  0.7, 3, -8%, 0.1, 5%, 0, 0%, -27%, -14

Just USP1 inh, rTrxR1 inhibitor and IDH1 R132H inh, for some of the entries so far:
Structure	USP1 inh	rTrxR1 inhibitor	IDH1 R132H inh
CCCN(CCC)C(=O)Cc1coc2ccc3ccccc3c12	-10%	11%[57.1 µM]	1%
Cc1ccc(C)c(NC(=O)Cn2c(=O)n(Cc3ccc4c(c3)OCO4)c(=O)c3oc4ccccc4c32)c1	-7%	24%	-4%
CCC(=O)c1ccc(N2CCCCCC2)c(F)c1	0%	-9%	12%
CN(C)S(=O)(=O)c1ccc(N2CCCC2)c(C(=O)NNC(=O)c2ccc(Br)cc2)c1	-7%	-8%	-3%

Source: PubChem BioAssay (National Center for Advancing Translational Sciences (NCATS))
